Bioassay records as filed in PubChem.
DAX1 inh-1: blocks DAX1 repression of SF-1 activated StAR promoter | HEK293T StAR-luciferase reporter, SF-1/DAX-1 repression relief | inhibition, % at 6.8 µM | 1.1% of 370,000 active | AID 652010;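 active = inhibition above the mean over all tested compounds plus 3 SD, cut at about 3.6% in these data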;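 also: 0% = DAX-1 cells with DMSO and 100% = cells lacking DAX-1 with DMSO; higher inhibition means more luminescence from relief of DAX-1 repression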
ADAM17 inh: ADAM17 inhibition, QFRET primary screen; P78536; recombinant ADAM17, EDANS/DABCYL FRET peptide cleavage; inhibition, % at 6.95 µM; 0.83% of 370,000 active;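 active = inhibition above the mean of compounds lying between control limits plus 3 SD, set per campaign, cut at about 8.5% in these data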;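 also: 0% = DMSO-only wells as the low control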
PG9 binder: binds the HIV-1 gp120 antibody PG9 | 0.43% of 360,000 active | inhibition, % at 6.7 µM | TR-FRET gp120-PG9 antibody binding | AID 624416; in the data active = inhibition above about 8.5%
ADAM10 inh: ADAM10 inhibition, QFRET primary screen; O14672; recombinant ADAM10, EDANS/DABCYL FRET peptide cleavage, 3 h; inhibition, % at 7 µM; 0.62% of 370,000 active; AID 720582;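 active = inhibition above a per-campaign cutoff equal to the mean of compounds falling between control-based bounds plus 3 SD, cut at about 20% in these data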;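 also: 0% = DMSO wells while the 100% control is not disclosed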
Target sequence (O14672 214-748 limits assumed): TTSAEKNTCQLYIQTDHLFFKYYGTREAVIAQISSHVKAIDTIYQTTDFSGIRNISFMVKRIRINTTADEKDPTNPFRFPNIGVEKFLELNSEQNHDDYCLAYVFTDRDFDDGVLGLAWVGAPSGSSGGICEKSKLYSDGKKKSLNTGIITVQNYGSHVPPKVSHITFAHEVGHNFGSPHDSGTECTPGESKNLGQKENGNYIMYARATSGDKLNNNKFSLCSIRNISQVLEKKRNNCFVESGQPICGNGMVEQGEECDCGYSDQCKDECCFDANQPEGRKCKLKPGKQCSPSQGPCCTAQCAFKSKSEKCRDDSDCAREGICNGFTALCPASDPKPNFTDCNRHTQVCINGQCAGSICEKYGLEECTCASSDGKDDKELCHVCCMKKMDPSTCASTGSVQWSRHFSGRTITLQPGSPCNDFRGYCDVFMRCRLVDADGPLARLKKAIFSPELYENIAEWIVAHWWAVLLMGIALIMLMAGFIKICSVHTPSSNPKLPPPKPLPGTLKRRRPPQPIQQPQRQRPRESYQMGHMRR
FXN GAA850 act: activators of GAA850 frataxin (FXN) promoter; HEK293 lucGAA850 FXN promoter luciferase reporter, 24 h; percent of 10 µM SAHA response; activation, % at 6 µM; 0.56% of 360,000 active;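 active = activation above the average of all compounds screened plus 3 SD, cutoff fixed separately per campaign, cut at about 7.5% in these data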;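 also: 0% = DMSO wells and 100% = 10 µM SAHA wells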
hgDAF-12 ag: agonists of H. glycines DAF-12 nuclear receptor; AID 687014; 1.8% of 370,000 active; HEK293 GAL4-hgDAF12 UAS-luciferase reporter, agonist luminescence; normalized to butyrate control; activation, % at 6.8 µM;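 active = activation above a cutoff set at the mean of all screened compounds plus 3 SD, cut at about 10% in these data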;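 also: 0% = DMSO wells and 100% = sodium butyrate wells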
DAX1 inh-2: inhibitors of human orphan nuclear receptor DAX1 (NR0B1). HEK293 Gal4-DAX1 luciferase reporter, luminescence. inhibition, % at 6.75 µM. 0.99% of 340,000 active. AID 504766;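 active = inhibition above the mean over all tested compounds plus 3 SD, cut at about 4.2% in these data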;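 also: 0% = DAX1-transfected cells with DMSO and 100% = empty-vector control cells with DMSO; inhibition shows as a rise in luminescence from relieved DAX1 repression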
Target sequence (P51843 207-470 limits assumed): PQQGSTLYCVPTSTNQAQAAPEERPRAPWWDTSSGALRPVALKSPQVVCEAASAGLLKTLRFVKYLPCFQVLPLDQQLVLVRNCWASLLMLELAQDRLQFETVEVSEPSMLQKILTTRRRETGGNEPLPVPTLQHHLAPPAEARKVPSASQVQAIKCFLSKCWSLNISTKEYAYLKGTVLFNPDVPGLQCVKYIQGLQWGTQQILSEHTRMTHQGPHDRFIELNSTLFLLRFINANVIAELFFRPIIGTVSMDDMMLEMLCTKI
NPR1 activator: GC-A (human) enzyme activation; P16066; HEK293 GC-A cells, cGMP TR-FRET, EC30 ANP; 0% at EC30 ANP, 100% saturating ANP; activation, % at 10 µM; 0.14% of 370,000 active; AID 1671463; in the data active = activation above about 40%
SMARCA2 act: activators of SMARCA2 function; 1% of 370,000 active; AID 652017; MG213 cells, MMTV-luciferase reporter, dexamethasone, overnight; activation, % at 9.1 µM; in the data active = activation above about 7.8%;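 also: 0% = vehicle wells and 100% = reference activator wells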
ssDAF-12 act: S. stercoralis DAF-12 activation, primary screen; HEK293 ssDAF-12/GRIP1 lit1-tk-luc reporter, luminescence; % of 3 µM dafachronic acid response; activation, % at 6.8 µM; 1% of 370,000 active; AID 652126;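 active = activation above the mean over all tested compounds plus 3 SD, cut at about 0.9% in these data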;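 also: 0% = DMSO-only wells and 100% = 3 µM delta7-dafachronic acid wells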
hcDAF12 agonist: H. contortus DAF-12 activation, primary screen; 1.4% of 370,000 active; HEK293 hcDAF-12 lit1-tk-luc reporter, luminescence; 0% DMSO, 100% Δ7-dafachronic acid; activation, % at 6.8 µM;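 active = activation above the mean of all tested compounds plus 3 SD, cut at about 5.5% in these data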;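 also: 100% = response to 3 µM Δ7-dafachronic acid high control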
Numbers without * were called inactive; x = no result given.

SMILES	DAX1 inh-1	ADAM17 inh	PG9 binder	ADAM10 inh	FXN GAA850 act	hgDAF-12 ag	DAX1 inh-2	NPR1 activator	SMARCA2 act	ssDAF-12 act	hcDAF12 agonist
COCCn1c(SCC(=O)c2ccc3c(c2)OCCO3)nnc1C(C)C	-0.1	-4	-2.5	-1	0.8	2.1	-0.2	1	5	-0.5	-1.9
COc1cccc(CNc2ccc3[nH]c(=O)[nH]c3c2)c1OCc1ccccc1F	-0.6	-9	2.6	-19	0.3	-2.8	-1.7	-7	-3	-1.1	-1.9
Cc1ccc(S(=O)(=O)NNC(=S)NCC2CCCO2)cc1 (stereo not drawn)	-0.2	-4	-0.4	-3	2.3	-0.5	0.2	-4	-1	-0.9	-0.4
CCOc1ccc(/C=N/NC(=O)c2ccc(F)cc2)cc1CN1CC2CC(C1)c1cccc(=O)n1C2 (stereo not drawn)	-0.3	-2	0.3	-4	0.0	2.8	0.7	-3	-3	-0.8	-1.9
O=C(N/N=C/c1ccc2ncccc2c1)c1cccc([N+](=O)[O-])c1	-0.3	0	-1.0	-5	1.7	2.7	0.4	6	0	-1.1	2.3
CCc1cccc(CC)c1NC(=O)COc1ccccc1C(=O)c1cc(C#N)c(=O)n(C2CCCCC2)c1	-0.2	6	-2.5	12	-2.6	-4.3	0.2	-17	7	-2.0	-1.5
CC(=O)Nc1cc(C(N)=O)c(Cl)cc1Cl	0.2	2	-1.4	1	2.9	1.5	-0.1	4	3	-1.3	-0.8
CCCCCC(=O)N1C[C@@H](O)[C@H](n2cc(COC(=O)c3ccccc3)nn2)C[C@@H]1c1ccccc1	-0.2	0	-0.3	-2	-0.9	1.6	0.6	-6	-4	-1.1	-1.2
Cc1ccc(NS(=O)(=O)c2cc3c4c(cccc4c2)C(=O)NC3=O)cc1	-0.2	0	-1.9	-11	-1.2	0.9	0.1	-4	0	-1.2	0.3
O=c1oc2cc([N+](=O)[O-])ccc2nc1/C=C(\O)c1cccc(Br)c1	-0.5	5	-7.9	7	3.8	-2.3	0.2	1	-5	-1.5	0.5
CS(=O)(=O)c1ccc(C(=O)NCC(c2ccco2)N2CCCCC2)cc1 (stereo not drawn)	1.3	-3	-0.2	10	1.3	-1.6	0.6	1	-2	-0.9	0.2
CC(=O)Nc1ccc(-c2ccccc2)s1	-0.4	-1	1.8	-3	1.9	-0.7	-0.6	1	-2	-0.4	-0.6
CC1CCCN(C(=O)CNC(=O)c2ccco2)C1 (stereo not drawn)	2.1	2	-1.4	1	3.4	4.1	1.4	2	0	-0.3	-0.4
CCc1nc2ccccc2c(C(=O)OCC(=O)NCc2ccco2)c1C	0.3	1	-0.1	5	2.3	-3.7	-0.5	2	1	-1.0	-2.3
O=C1C2ON(c3ccccc3)C(c3ccncc3)C2C(=O)N1c1ccccc1 (stereo not drawn)	-0.7	-1	1.6	3	-0.2	-2.1	1.0	4	3	-1.2	-0.3
O=C(Nc1ccc2c(c1)OCCO2)C(=O)NC1CC1	1.9	0	-0.9	10	3.7	7.8	1.3	-1	6	0.2	6.8*
CCOC(=O)C1(CCOc2ccccc2)CCN(Cc2cc(OC)ccc2OC)CC1	0.2	3	-1.4	7	-4.2	1.7	-0.6	-29	1	-1.5	-0.4
CN(C)c1ccc(N2C(=O)CSC2=S)cc1	-0.6	4	-3.6	4	-0.9	-0.8	-1.0	1	1	-0.5	-0.6
COc1ccc(CNc2nc(NCc3ccc(OC)cc3)n(C(C)=O)n2)cc1	-0.3	-1	-1.2	-1	0.4	-0.8	0.6	6	-1	-1.2	-1.9
Cc1ccc2oc(C(=O)N(C)Cc3ccon3)c(C)c2c1	2.1	-1	-2.1	4	5.5	10	2.5	-4	7	-0.4	6.5*
CCCOc1ccc(C2C3=C(Nc4nc(N)[nH]c(=O)c42)c2ccccc2C3=O)cc1 (stereo not drawn)	0.1	-8	-0.1	-22	-0.8	-0.2	1.2	-2	-4	-1.1	-1.5
COCCCNC(=S)N(Cc1ccccc1)Cc1ccccc1	-0.7	-1	-0.1	0	2.3	-2.0	1.8	-4	-2	-1.4	-2.6
Cc1ccc([N+](=O)[O-])cc1NC(=O)CN(C(=O)c1ccc(Cl)cc1)C1CCCCC1	-0.8	0	-0.5	2	-3.3	-0.4	-0.6	-8	0	-1.2	0.0
CCOP(=O)(OCC)/C(C#N)=C/c1ccc(-c2ccc(F)cc2F)o1	-0.8	-8	-0.7	-12	2.5	-1.7	-0.9	14	-2	-1.2	-3.2
CC(C)CN1CCC(CN2C(=S)NC[C@@H]2Cc2ccccc2)CC1	2.8	-2	-1.2	-3	x	0.4	x	3	-1	-1.3	-2.0
CCN(CC)C(=O)Oc1ccc(Cl)c2cccnc12	0.1	-5	1.5	-15	3.6	-4.1	2.9	-2	2	-1.6	-1.4
CCN(CC)c1ccc(/C=N/Nc2nc3ccccc3[nH]2)c(O)c1	-1.6	-25	-1.0	-71	-11	-4.3	-3.7	1	0	-1.4	-0.6
O=C(CSc1ccccc1F)NCC(c1cccs1)N1CCOCC1 (stereo not drawn)	3.0	2	0.1	0	0.9	1.1	-1.1	3	-2	-0.8	-0.6
COc1ccc(NC(=O)/C(Cl)=C(/Cl)S(=O)Cc2ccccc2)cn1 (stereo not drawn)	-3.9	-2	-1.1	-8	-15	-11	-4.0	-28	-7	-1.7	-2.8
Cn1c(N)c(C(=O)c2ccc(Cl)cc2)c(=O)n(C)c1=O	0.4	4	-0.3	5	1.1	-1.5	-0.5	5	4	0.1	-1.4
COc1ccc(CNC(=O)C2=CCN(S(=O)(=O)c3ccc(C)cc3)CC2)cc1	-0.7	-3	0.2	-1	2.3	1.1	0.1	5	-4	-1.4	-1.5
N#Cc1cnn(Cc2ccccc2)c1/N=C/N1CCOCC1	-0.6	-3	-0.3	-3	0.5	-0.5	0.2	5	-1	-1.1	-1.3
Cc1cc(C)c(S(=O)(=O)N(C)CC(=O)NCc2ccccn2)c(C)c1	0.3	0	-0.9	-5	1.5	-3.6	-0.5	0	-1	-1.3	0.1
CC(C)NC(=O)C(=O)c1cn(C)c2ccccc12	-0.3	3	1.2	2	0.3	1.0	-0.8	1	-4	-1.7	1.7
COc1cccc(C(=O)c2cc3ccc(O)cc3oc2=O)c1	0.2	2	-0.9	-1	2.1	6.6	0.3	1	1	-0.7	1.4
CCOC(=O)c1c(S(=O)(=O)N2CCCC(C(=O)Nc3cccc(C)n3)C2)c(C)n(C)c1C (stereo not drawn)	0.5	-4	-0.8	9	0.7	1.3	0.4	-4	0	-1.2	-1.7
Cc1ccc(C(=O)NCC(=O)NCC(=O)OCc2ccc(F)cc2)cc1	-0.5	-4	-0.2	-7	4.8	6.1	0.3	3	2	-0.8	-1.8
Cc1nnc(NC(=O)CCn2c(=O)oc3ccc(Cl)cc32)s1	-0.5	0	-1.6	-4	1.5	-1.0	-0.1	-2	-4	-1.3	1.2
Cc1cc(C)cc(C(=O)N2CCC(C(N)=O)CC2)c1	-0.6	-1	0.7	3	0.1	2.4	0.7	-2	-1	-1.4	0.0
O=C(CN1CCC(NC(=O)C2CCCCC2)CC1)NCc1ccco1	-0.6	2	-1.2	4	-0.1	0.8	-0.1	3	4	-1.1	1.7
COc1ccc(CCC(=O)Nc2cccc(Cl)c2)cc1	-0.2	-2	1.1	-3	0.7	-1.4	-0.2	-14	-2	-0.2	2.8
CC(=O)Cc1nsc(Nc2ccccc2)n1	1.3	6	2.4	-3	1.5	1.8	1.3	3	1	-0.7	0.3
COc1ccc(CCNC(=O)COc2ccc(N(C)S(=O)(=O)c3ccc(C)cc3)cc2)cc1	-0.9	0	1.2	6	1.1	-2.2	-2.6	-12	-2	-1.5	-0.2
COc1ccc(NC(=O)CNC(=O)c2ccc([N+](=O)[O-])cc2)cc1	0.8	-1	-1.8	-1	0.3	1.9	-1.7	3	-1	-1.3	0.7
CCOC(=O)C1=C(COC(=O)c2ccc(Br)c(S(=O)(=O)N3CCOCC3)c2)NC(=O)NC1C (stereo not drawn)	-2.2	1	-1.8	-3	0.9	-0.2	-0.4	0	0	-1.4	-1.9
CCOc1ccccc1-c1nc(C(N)=O)c2[nH]c(=O)n(-c3ccccc3)c2n1	-0.1	-10	19*	-17	2.2	0.7	0.3	-3	0	-1.2	-1.9
Cc1cc(C(=O)N/N=C/c2ccc(N(C)C)cc2)c2ccccc2n1	-2.5	3	-9.5	4	-6.8	-0.3	-1.8	-6	-1	-1.7	-1.3
Cc1cc(C(=O)NCc2ccc(F)cc2)n(-c2ccccc2)n1	0.0	1	0.0	4	1.8	1.5	0.8	0	1	-1.1	-1.3
COc1ccc(OCC(O)CNC2CCCC2)cc1 (stereo not drawn)	0.0	0	-1.4	4	1.0	-1.8	2.4	2	2	-1.0	-1.8
CC1CCC(N(C(=O)c2csnn2)C(C(=O)NC(C)(C)C)c2cccnc2)CC1 (stereo not drawn)	0.2	-2	-0.4	10	0.4	1.9	-0.5	-3	-2	-0.8	1.0
Cc1c(-c2nc(-c3ccncc3)no2)cccc1[N+](=O)[O-]	0.0	2	-0.6	-1	3.0	2.1	-0.1	-8	1	-1.5	0.5
COc1cccc(OC)c1C(=O)Nc1cccnc1	0.4	-1	-0.6	-12	0.0	-2.8	1.8	2	-4	-1.2	-0.3
Cc1cnc(C(=O)N2CCc3c([nH]c4ccccc34)C2c2ccc(F)cc2)cn1 (stereo not drawn)	-0.4	2	0.6	6	-1.0	-0.8	-0.6	-6	-1	-0.9	0.0
OC(c1ccc(Cl)c(Cl)c1)c1ncc(-c2ccccc2Cl)[nH]1 (stereo not drawn)	-0.4	5	0.6	17	-0.6	0.2	x	-7	-5	-1.0	0.7
CCOc1ccc(CN(C)C(=O)CCl)cc1	-2.0	-3	-0.9	-4	-11	5.2	-1.6	-3	-3	-1.6	-0.5
CCC(C(=O)NCC1CCCO1)n1nc(C)c2sc3ccccc3c2c1=O (stereo not drawn)	-1.4	-8	-0.8	-29	-0.8	0.4	0.5	-2	-2	-1.2	-1.4
CCS(=O)(=O)N1CCN(c2ccnc3cc(Cl)ccc23)CC1	-0.9	-3	-2.9	5	0.8	-1.4	x	-3	-4	-1.2	-1.0
COc1ccc(/C=C2\SC(=S)N(CCC(=O)NCCc3ccc(O)cc3)C2=O)cc1	-1.5	-2	-2.6	-1	-3.0	-1.2	0.2	-5	-5	-1.3	-0.9
O=C1CSC(c2cccc(O)c2)N1Cc1ccccc1 (stereo not drawn)	-0.4	-5	-1.8	-5	1.4	0.1	1.6	-1	-1	-1.3	-1.5
O=C(NCCNS(=O)(=O)c1ccccc1)c1cc(OCC(F)(F)F)ccc1OCC(F)(F)F	0.2	4	2.1	5	2.2	-3.1	-2.5	-1	-3	-1.2	0.9
